Screening results: PubChem BioAssay, several laboratories
HPDE-C7 cytotoxicity: HPDE-C7 pancreatic duct cell viability loss – fluorescence, HTS (AID 430). actives 1.8% (n = 63,000). HPDE-C7 pancreatic duct cells viability, fluorescence; higher % means a stronger effect. one-dose cytotoxicity, % at 10 µM; EC50 in µM for titrated hits;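 also: cells exposed to compound for 48 hours before viability readout; 0% = vehicle and 100% = reference cytotoxic drug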
HT1080 cytotoxicity: HT1080 cell viability loss – fluorescence readout (AID 620). HT1080 viability, fluorescence; higher % means a stronger effect. one-dose cytotoxicity, % at 10 µM; EC50 in µM for titrated hits. actives 0.42% (n = 87,000);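 also: cells exposed to compound overnight then 4 h with Alamar Blue; 0% = vehicle DMSO and 100% = killing control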
KRASV12 cytotoxicity: cytotoxicity in KRAS-transformed pancreatic duct cells, primary screen, cell-based, fluorescence, HTS (AID 431); HPDE-C7K KRASV12 cells, Alamar Blue viability, 48 h; higher % means a stronger effect; one-dose cytotoxicity, % at 10 µM; EC50 in µM for titrated hits; actives 1.7% (n = 63,000);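 active = compounds whose percent cytotoxicity in the single-dose primary screen, scaled between solvent and toxic-drug controls, exceeds 50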;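 also: 0% = DMSO solvent wells and 100% = doxorubicin-treated wells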
LYP phosphatase: LYP phosphatase inhibitors, primary screen, biochemical, DiFMUP fluorescence, recombinant catalytic domain, 10 µM (AID 606); recombinant LYP catalytic domain, DiFMUP fluorescence; higher % means a stronger effect; inhibition, % at 10 µM, or IC50 in µM where a hit was titrated; 52,000 tested, under 10 active;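 active = IC50 under 40 µM in the dose-response test; inactive = IC50 of 40 µM or more, or never dose-tested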
Spn MK inh: inhibitors of Streptococcus pneumoniae mevalonate kinase | purified MK, PK/LDH-coupled NADH absorbance 340 nm | inhibition, % at 10 µM | actives 0.48% (n = 65,000);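 active = ranked among the strongest by inhibition in the single 10 µM screen, a fixed top-ranked set picked for dose follow-up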; also: no value below 0 was filed
TNAP inhibition: human TNAP enzyme inhibitors, biochemical, luminescent (AID 518). purified TNAP enzyme, luminescent substrate readout; higher % means a stronger effect. actives 0.09% (n = 64,000). one-dose inhibition, % at 20 µM; IC50 in µM for titrated hits; in the data active = a potency from the dose series; inactive = the rest, 99 in 100 with inhibition below about 22%;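 also: plate controls were vehicle for no effect and reference inhibitor for full effect; many of its hits are not listed in these tables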
Spn DPM-DC inh: inhibitors of Streptococcus pneumoniae diphosphomevalonate decarboxylase. purified DPM-DC, PK/LDH coupled NADH fluorescence. calls only at 10 µM. actives 0.49% (n = 65,000). AID 556;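 active = the 320 compounds with the highest percent inhibition in the single-dose primary screen, excluding strongly autofluorescent ones, cut at about 32% in these data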;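 also: kinetic rate of NADH fluorescence loss reporting ADP formed by the decarboxylase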
PMK inhibit: inhibitors of Streptococcus pneumoniae phosphomevalonate kinase. inhibition, % at 10 µM. purified PMK, PK/LDH-coupled NADH absorbance 340 nm. AID 539. actives 0.49% (n = 65,000);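 active = top-ranked compounds by inhibition in the single 10 µM screen, taking a fixed number of the strongest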;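 also: 0% = full reaction with DMSO carrier and 100% = background rate without enzyme reaction; no value below 0 was filed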
Bfl-1 displacement: displacement of Bid BH3 peptide from Bfl-1 – biochemical, fluorescence polarization, FITC-Bid, mouse, primary screen (AID 432); FITC-Bid BH3 peptide fluorescence polarization displacement; higher % means a stronger effect; displacement, % at 20 µM; hits with a dose series show IC50 in µM; actives 0.02% (n = 64,000); in the data active = a potency from the dose series; inactive = the rest, 99 in 100 with displacement below about 15%; also: strong numbers were not always called active
PMK inhibit pilot replicates: further read-out of PMK inhibit, marked with its call; inhibition, %; measured here: pilot screen replicates
Spn MK inh pilot replicates: recorded beside Spn MK inh, whose call it bears; inhibition, %; measured here: pilot screen replicates
Spn DPM-DC inh pilot screen %: second read-out of Spn DPM-DC inh, no call of its own (marks repeat the call); inhibition, %; measured here: pilot screen trials
* = called active by the depositor. Rule as the data show it, unless noted: active = cytotoxicity above about 50%; inactive = the rest.

Screening CNC(=O)C1C2C=CC3(O2)C1C(=O)N(CCOC)C3C(=O)NCc1ccc(OC)cc1 (stereo not drawn) returned HPDE-C7 cytotoxicity -3%, HT1080 cytotoxicity -3%, KRASV12 cytotoxicity 5%, LYP phosphatase -4%, Spn MK inh 4, TNAP inhibition 1%, Spn DPM-DC inh inactive, PMK inhibit 0 and Bfl-1 displacement 12%.
For CCOC(=O)c1[nH]c2ccccc2c1NC(=O)C1CCCCC1 the results were HT1080 cytotoxicity 4%, LYP phosphatase -12%, Spn MK inh 6, Spn DPM-DC inh inactive and PMK inhibit 0.
For CCCN(c1ccc(OCC)cc1)S(=O)(=O)c1ccc2c(c1)CCN2C(=O)CCC(=O)O the results were HPDE-C7 cytotoxicity -18%, HT1080 cytotoxicity -4%, KRASV12 cytotoxicity -8%, LYP phosphatase 8%, Spn MK inh 4, TNAP inhibition 13%, Spn DPM-DC inh inactive, PMK inhibit 15 and Bfl-1 displacement -12%.
O=C(OCc1csc(-c2ccccc2)n1)c1cccs1 was read as HPDE-C7 cytotoxicity 2%, HT1080 cytotoxicity 14%, KRASV12 cytotoxicity -1%, LYP phosphatase -2%, Spn MK inh 0, TNAP inhibition 16%, Spn DPM-DC inh inactive, PMK inhibit 5 and Bfl-1 displacement -1%.
COc1cccc(N(C(C)=O)c2nc(C)cc(C)c2C#N)c1 was read as HPDE-C7 cytotoxicity 2%, HT1080 cytotoxicity -3%, KRASV12 cytotoxicity 2%, LYP phosphatase 9%, Spn MK inh 7, TNAP inhibition 10%, Spn DPM-DC inh inactive, PMK inhibit 3, Bfl-1 displacement 3%, PMK inhibit pilot replicates 0.0, Spn MK inh pilot replicates 0.0 and Spn DPM-DC inh pilot screen % 0.0.
`C=C(C)CSC1=C(C#N)C(c2ccccc2Cl)CC(=O)N1` (stereo not drawn) gave HPDE-C7 cytotoxicity -26%, HT1080 cytotoxicity 8%, KRASV12 cytotoxicity -22%, LYP phosphatase 8%, Spn MK inh 14, TNAP inhibition 11%, Spn DPM-DC inh inactive, PMK inhibit 9 and Bfl-1 displacement -6%.
Screening Cc1cc(C)n(-c2ccc(C(=O)OCc3nnc(-c4ccccc4)o3)cc2)n1 returned HPDE-C7 cytotoxicity -23%, HT1080 cytotoxicity 6%, KRASV12 cytotoxicity 7%, LYP phosphatase 12%, Spn MK inh 6, TNAP inhibition 8%, Spn DPM-DC inh inactive, PMK inhibit 0 and Bfl-1 displacement 2%.
CCOc1ccc(Cn2nnc(C(=O)NCc3ccccc3)c2N)cc1 was read as HPDE-C7 cytotoxicity -4%, HT1080 cytotoxicity 2%, KRASV12 cytotoxicity 2%, LYP phosphatase 4%, Spn MK inh 3, TNAP inhibition 10%, Spn DPM-DC inh inactive, PMK inhibit 7 and Bfl-1 displacement -9%.
For NC(=O)NC(=O)CSc1cccc(C(F)(F)F)c1 the results were HPDE-C7 cytotoxicity -22%, HT1080 cytotoxicity 9%, KRASV12 cytotoxicity -2%, LYP phosphatase 9%, Spn MK inh 9, TNAP inhibition 9%, Spn DPM-DC inh inactive, PMK inhibit 16, Bfl-1 displacement 2%, PMK inhibit pilot replicates 4.0, Spn MK inh pilot replicates 2.0 and Spn DPM-DC inh pilot screen % 3.0.
Screening CC(=O)N=c1c(C#N)cc2c(=O)n3cccc(C)c3nc2n1CC(C)C returned HPDE-C7 cytotoxicity -2%, HT1080 cytotoxicity 6%, KRASV12 cytotoxicity -5%, LYP phosphatase 15%, Spn MK inh 13, TNAP inhibition 8%, PMK inhibit 16 and Bfl-1 displacement 4%.
O=C(CSc1nnc(C2CCCCC2)n1Cc1ccccc1)NCc1ccco1 was read as HPDE-C7 cytotoxicity -2%, HT1080 cytotoxicity -10%, KRASV12 cytotoxicity -2%, Spn MK inh 8, TNAP inhibition 3%, Spn DPM-DC inh inactive, PMK inhibit 4 and Bfl-1 displacement -1%.
Screening COc1ccc(C(=O)Oc2c(CN3CCOCC3)cc(Cl)c3cccnc23)cc1 returned HPDE-C7 cytotoxicity 5.2µM*, HT1080 cytotoxicity 7%, KRASV12 cytotoxicity 13µM*, LYP phosphatase 8%, Spn MK inh 1, TNAP inhibition 2%, Spn DPM-DC inh inactive, PMK inhibit 6 and Bfl-1 displacement -1%.
`COc1ccc(S(=O)(=O)N(C)CC(=O)Nc2ccc3c(c2)OCCO3)cc1OC` gave HPDE-C7 cytotoxicity -28%, HT1080 cytotoxicity 12%, KRASV12 cytotoxicity -9%, LYP phosphatase 5%, Spn MK inh 6, TNAP inhibition 4%, Spn DPM-DC inh inactive, PMK inhibit 10 and Bfl-1 displacement 1%.
Cc1ccc(O)c(-c2cc(C(F)(F)C(F)F)[nH]n2)c1 was read as HPDE-C7 cytotoxicity 31%, HT1080 cytotoxicity 0%, KRASV12 cytotoxicity 21%, LYP phosphatase 8%, Spn MK inh 2, TNAP inhibition -9%, Spn DPM-DC inh inactive, PMK inhibit 0 and Bfl-1 displacement -3%.
Screening COc1ccc2nc(NC(=O)CSc3nc4cccnc4n3C)sc2c1 returned HPDE-C7 cytotoxicity 32%, HT1080 cytotoxicity -4%, KRASV12 cytotoxicity 20%, LYP phosphatase -8%, Spn MK inh 3, TNAP inhibition -2%, Spn DPM-DC inh inactive, PMK inhibit 6 and Bfl-1 displacement -2%.
`COc1ccc(NC(=O)CSc2nc3c(c(=O)n2-c2ccc(F)cc2)SCC3)cc1` gave HPDE-C7 cytotoxicity 14%, HT1080 cytotoxicity 7%, KRASV12 cytotoxicity 22%, LYP phosphatase 12%, Spn MK inh 0, TNAP inhibition 17%, Spn DPM-DC inh inactive, PMK inhibit 0, Bfl-1 displacement 0%, PMK inhibit pilot replicates 10, Spn MK inh pilot replicates 0.0 and Spn DPM-DC inh pilot screen % 4.0.
`O=C(COc1ccc(Cl)cc1)OCC(=O)N1CCCC1` gave HT1080 cytotoxicity 5%, LYP phosphatase 8%, Spn MK inh 5, TNAP inhibition -1%, Spn DPM-DC inh inactive, PMK inhibit 15 and Bfl-1 displacement -1%.
COc1cccc(C(=O)Nc2nnc(-c3ccc(F)cc3)o2)c1 was read as HPDE-C7 cytotoxicity 31%, KRASV12 cytotoxicity 10%, LYP phosphatase 12%, Spn MK inh 0, TNAP inhibition 5%, Spn DPM-DC inh inactive, PMK inhibit 14 and Bfl-1 displacement -3%.
Screening COc1cccc(N2C(=O)C3CCCN3C2c2ccc(Cl)cc2)c1 (stereo not drawn) returned HPDE-C7 cytotoxicity -24%, HT1080 cytotoxicity -3%, KRASV12 cytotoxicity -4%, LYP phosphatase -1%, Spn MK inh 7, TNAP inhibition 5%, Spn DPM-DC inh inactive, PMK inhibit 1 and Bfl-1 displacement -6%.
Screening CCOC(=O)CSc1nnc(CSc2nc3ccccc3s2)n1C returned HPDE-C7 cytotoxicity -8%, HT1080 cytotoxicity -2%, KRASV12 cytotoxicity -7%, LYP phosphatase 0%, Spn MK inh 6, TNAP inhibition 1%, Spn DPM-DC inh inactive, PMK inhibit 11 and Bfl-1 displacement -6%.
Screening c1ccc(-n2c(Sc3cnccn3)nnc2-c2cccs2)cc1 returned HPDE-C7 cytotoxicity 0%, HT1080 cytotoxicity -6%, KRASV12 cytotoxicity -5%, Spn MK inh 0, TNAP inhibition 11%, Spn DPM-DC inh inactive, PMK inhibit 10, Bfl-1 displacement -3%, PMK inhibit pilot replicates 3.5, Spn MK inh pilot replicates 0.0 and Spn DPM-DC inh pilot screen % 0.0.
`COC(=O)C1=CN(C)C=C(C(=O)OC)C1c1ccc(Cl)cc1Cl` gave HPDE-C7 cytotoxicity 0%, HT1080 cytotoxicity 12%, KRASV12 cytotoxicity 1%, LYP phosphatase 4%, Spn MK inh 10, TNAP inhibition -12%, PMK inhibit 8 and Bfl-1 displacement -5%.
Screening CCOC(=O)c1c(N)n[nH]c1-c1ccc(OC)cc1 returned HPDE-C7 cytotoxicity 2%, HT1080 cytotoxicity 6%, KRASV12 cytotoxicity 7%, LYP phosphatase 12%, Spn MK inh 3, TNAP inhibition 15%, Spn DPM-DC inh inactive, PMK inhibit 5 and Bfl-1 displacement -4%.
Screening Cc1c(C(=O)O)c(-c2ccccc2)nn1-c1ccccc1 returned HPDE-C7 cytotoxicity 1%, HT1080 cytotoxicity 9%, KRASV12 cytotoxicity -5%, LYP phosphatase 7%, Spn MK inh 10, TNAP inhibition 8%, Spn DPM-DC inh inactive, PMK inhibit 4, Bfl-1 displacement -6%, PMK inhibit pilot replicates 4.0, Spn MK inh pilot replicates 0.0 and Spn DPM-DC inh pilot screen % 0.0.
Screening Cc1cc(NC(=O)CSc2nnc(-c3ccncc3)n2N)ccc1Br returned HPDE-C7 cytotoxicity 2%, HT1080 cytotoxicity -2%, KRASV12 cytotoxicity -3%, Spn MK inh 4, TNAP inhibition 17%, Spn DPM-DC inh inactive, PMK inhibit 23 and Bfl-1 displacement -4%.
O=C(Nc1ccc(N2CCN(C(=O)c3ccc(Cl)cc3)CC2)cc1)c1ccc(Br)o1 was read as HPDE-C7 cytotoxicity 4%, HT1080 cytotoxicity -5%, KRASV12 cytotoxicity 10%, Spn MK inh 7, TNAP inhibition 11%, Spn DPM-DC inh inactive, PMK inhibit 7 and Bfl-1 displacement 0%.
For CN1C=CC=C/C1=C(\C#N)c1nc2ccccc2[nH]1 the results were HPDE-C7 cytotoxicity -8%, HT1080 cytotoxicity 30%, KRASV12 cytotoxicity 11%, LYP phosphatase -4%, Spn MK inh 7, TNAP inhibition 18%, Spn DPM-DC inh inactive, PMK inhibit 14 and Bfl-1 displacement -9%.
For COc1ccc(-n2nc(C(=O)Nc3ccc4c(c3)OCO4)c3c4ccccc4n(C)c3c2=O)cc1 the results were HPDE-C7 cytotoxicity 9%, HT1080 cytotoxicity -6%, KRASV12 cytotoxicity 17%, LYP phosphatase 12%, Spn MK inh 0, TNAP inhibition 14%, Spn DPM-DC inh inactive, PMK inhibit 9, Bfl-1 displacement 4%, PMK inhibit pilot replicates 0.0, Spn MK inh pilot replicates 1.5 and Spn DPM-DC inh pilot screen % 3.5.
Screening C/C(NC(=O)c1ccccc1)=C1/C(=O)CC2C1C2(C)C (stereo not drawn) returned HPDE-C7 cytotoxicity -12%, HT1080 cytotoxicity -9%, KRASV12 cytotoxicity -20%, LYP phosphatase 5%, Spn MK inh 6, TNAP inhibition 12%, Spn DPM-DC inh inactive, PMK inhibit 0 and Bfl-1 displacement 2%.
`O=C1c2ccccc2NC(c2ccc(F)cc2)N1Cc1ccco1` (stereo not drawn) gave HPDE-C7 cytotoxicity 1%, HT1080 cytotoxicity 4%, KRASV12 cytotoxicity 2%, LYP phosphatase 7%, Spn MK inh 5, TNAP inhibition 11%, PMK inhibit 4 and Bfl-1 displacement -6%.

Outcome played no part in choosing rows (roughly 3.5% active in at least one column).
